miR122 inh = blocks miR-122 activity in Huh7 sensor cells | Huh7 miR-122 Renilla luciferase sensor, 48 h; neutral wells = 0, positive control = 100 | activation (reporter increase), % at 12.5 µM | AID 602342 | 340,000 tested, 0.3% active;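 active = mean replicate activation score at least 90 and every replicate individually at or above 90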;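 note: higher luciferase means less miR-122 activity so hits act as miR-122 inhibitors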
FN deposit inh = fibronectin deposition inhibition; AH1F fibroblasts, Alexa488-fibronectin deposition fluorescence, overnight; inhibition, % at 12.6 µM; 350,000 tested, 0.086% active; AID 743247;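 active = mean inhibition across replicates of 30% or more, regardless of how many single replicates reach that level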;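 note: positive control wells lacked labelled fibronectin entirely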
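material = AH1F fibroblast monolayer depositing Alexa488-labelled fibronectin into matrix | amount = 10000 AH1F cells/well | buffer or medium = DMEM plus 2% serum, read in PBS | incubation = 1 h cell adhesion before compound, then overnight fibronectin incubation | detection = fluorescence at 485 nm excitation, 525 nm emission | evaluation = percent inhibition as loss of matrix-bound fibronectin fluorescence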
CFTR F508del cor = correctors of CFTR F508del function in bronchial epithelial cells. activity (quench increase), % at 7.58 µM. CFBE cells, YFP halide quenching; stimulated with forskolin plus potentiator P3; % fluorescence drop versus neutral controls. AID 720511. 350,000 tested, 0.36% active;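 active = mean added fluorescence quench of at least 8% versus neutral control, with both replicates also reaching 8%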;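 note: cells transiently co-express mutant CFTR-F508del with the halide-sensitive YFP; corrector assay measuring rescue of mutant channel to the surface after 24 h compound exposure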
Statin myotox sup = protects C2C12 myotubes from simvastatin toxicity; ATP luminescence, 48 h; scaled: DMSO 0, geranylgeraniol control 100; rescue of ATP level, % at 7.49 µM; 330,000 tested, 0.78% active;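 active = mean ATP rescue above about 67%, or every replicate alone reaching that limit, limit read from the data, passing the limit was not always enough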;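 note: myotubes were challenged with 10 µM simvastatin during compound exposure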
PglD DTNB = PglD (C. jejuni) enzyme inhibition. purified PglD enzyme, DTNB colorimetric CoA detection. inhibition, % at 12.5 µM. 360,000 tested, 0.098% active. AID 602405; in the data active = inhibition above about 16%, passing the limit was not always enough; note: strong numbers were not always called active
GSIS activator = GLuc luminescence reporter in INS-1E cells, primary screen for activators of glucose-dependent secretion of insulin. activation, % at 16.6 µM. 370,000 tested, 0.61% active. AID 743287. INS-1E GLuc reporter insulin secretion, 2-3 h;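 active = lowest replicate activation of at least 40%, so every replicate reaches that level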;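 note: 0% = median of neutral control wells and 100% = median of IBMX positive control wells; some compounds called inactive have numbers as strong as hits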
Cneo AK release = Cryptococcus neoformans lysis via adenylate kinase release | C. neoformans lysis, adenylate kinase release luminescence, 4 h; normalised: neutral wells 0, clomiphene wells 100 | AID 651654 | lysis activity, % at 15 µM | 360,000 tested, 0.2% active;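 active = mean lysis activity across replicates of at least 80%, whatever share of replicates individually reach that level; inactive = mean lysis activity below 80%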
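Material: C. neoformans cells | Amount: Yeast cell density of 5 × 10^6 cells/mL | Medium: Fresh YPD growth medium | Dosing: Single dose | Times: Static 4 h at 37 °C with compound, 1 h detection | Detection: AK luminescence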
PGC1a acetyl inh = lowers PGC1a acetylation signal in U2OS cells. AlphaScreen anti-acetyl-lysine; with virally co-expressed GCN5 acetyltransferase. inhibition, % at 15.6 µM. 350,000 tested, 0.17% active. AID 651687;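 active = every replicate shows inhibition of at least 40%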;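 note: 0% = neutral control wells and 100% = positive control wells; some results beyond the cut were filed as inactive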
Numbers without * were called inactive; nt = not tested or not shown; & = joins results of further samples; [ ] = dose if it differs, or a comment. Rows are unselected, and some 2.1% of all compounds hit somewhere here.

Results follow in this order: miR122 inh, FN deposit inh, CFTR F508del cor, Statin myotox sup, PglD DTNB, GSIS activator, Cneo AK release, PGC1a acetyl inh
C=CCn1c(Oc2cc(C)ccc2C)nc2c1c(=O)n(C)c(=O)n2C
    nt, nt, 3.5, -3, -3, 23, 0, -8
C[C@@H]1CCCCO[C@@H](CN(C)S(=O)(=O)c2ccc(Cl)cc2)[C@@H](C)CN([C@@H](C)CO)C(=O)c2cc(NC(=O)c3ccncc3)ccc2O1
    5[16.7 µM], 0, 2.2, nt, 0, 6, -2, -6
Cc1ccccc1OCc1nnc(SCc2cc(=O)[nH]c3ccccc23)o1
    -4, nt, nt, -9, 0, nt, -4, -2
C=CC[C@@H](CC(=O)N(CCO)Cc1ccccc1)C(=O)N[C@H](C)COC(=O)[C@@H](CC=C)Cc1ccc(F)cc1
    -9, -17, -3.4, 2, 5, nt, 0, -5
CCCC(=O)Nc1ccc2c(c1)OC[C@H](C)N(Cc1ccccc1F)C[C@H](C)[C@H](OC)CN(C)C2=O
    nt, -4, 1.9, 33, -2, -21, 14, -4
COc1ccc(NC(=O)c2cc(C3CCCCN3S(=O)(=O)c3c(C)noc3C)on2)c(C)c1 (stereo not given)
    -4, nt, -2.3, 41, -4, 13, 1, nt
CN(c1ccc(OCC(=O)O)cc1)S(=O)(=O)c1ccc2ccccc2c1
    3, 5, 1.2, 1, 2, -1, 0, 5
Cc1ccc(S(=O)(=O)N2CCCCC2)cc1NC(=O)Cn1ncc(Cl)c(Cl)c1=O
    nt, 3, -4.2, 2, 2, 7, 3, nt
CCC(=O)N1[C@@H]2c3cccc(=O)n3C[C@H]1[C@H](CO)[C@H]2C(=O)NC1CCC1
    2[16.7 µM], nt, 0.6, 4, 3, 28, -4, -2
O=Cc1c[nH]c2ncccc12
    -1, -5, -2.8, 9, 2, -6, 3, -11
O=C(CCCc1c[nH]c2ccccc12)N1CCCCCC1
    3, nt, nt, 16, -2, nt, -1, -9
O=C(C[C@H]1C[C@@H]2c3cc(NC(=O)NC4CCCC4)ccc3O[C@@H]2[C@@H](CO)O1)NCc1ccc(Cl)cc1
    -7[16.7 µM], -7, 4.4, 6, 0, -10, 3, 0
Cc1ccc(C(NC(N)=O)c2ccccc2)cc1 (stereo not given)
    -3, -9, nt, -20, 4, -17, -5, 13
Cc1ccc(C(C(=O)NCC2CCCO2)N(C(=O)c2snc(C(N)=O)c2N)c2ccccc2F)o1 (stereo not given)
    0, -3, 2.7, 2, -5, -10, 0, -2
Cc1cccc(N(CC(=O)Nc2ccc(-c3nc4ccc(C)cc4s3)cc2)S(C)(=O)=O)c1
    -4, nt, nt, 5, -5, nt, -5, -6
O=c1[nH]c(=S)[nH]cc1Oc1ccc(Cl)cc1
    -2, 1, 1.4, 0, 7, -14, 2, 0
Cn1c(SCC(=O)Nc2ccc(N3CCOCC3)cc2)nnc1C(F)(F)F
    2, 9, -3.6, 1, -1, -1, 1, -13
CN1CCc2cc3c(c4c2C1CC41CCC(=NO)CC1)OCO3 (stereo not given)
    -4, nt, nt, -4, -1, -5, 2, 1
COc1ccc(CN2CN(c3ccc(Cl)cc3)C(=O)N(n3cnnc3)C2)cc1
    4, 4, nt, -2, 1, 7, -2, 8
CCCC1OC23CCCCC2C(C#N)(C#N)C1(C#N)C(=N)O3 (stereo not given)
    4, 11, nt, nt, 2, -6, 1, nt
Cc1noc(C)c1S(=O)(=O)N(C)C[C@@H]1Oc2c(NS(=O)(=O)c3cccs3)cccc2C(=O)N([C@H](C)CO)C[C@@H]1C
    nt, -27, 9.5, nt, nt, -18, nt, 10
Cc1ccc(N2C(=O)C(O)(C(F)(F)F)C3=C2CC(C)(C)CC3=O)cc1 (stereo not given)
    nt, 7, nt, nt, 8, 34, 1, nt
Cc1ccc(NC(=O)Cn2nnc(C(=O)NCc3cccs3)c2N)cc1Cl
    3, -7, 3.0, 3, 3, 9, 1, 6
C[C@@H]1CN([C@H](C)CO)C(=O)c2cccc(NC(=O)Nc3ccccc3)c2O[C@H]1CN(C)CC1CC1
    -5[16.7 µM], -14, 5.9, 56, -2, 20, -2, 2
Cc1ccccc1C(=O)NCCCCc1ccccc1
    -6, 7, nt, nt, 6, 2, -5, 11
C[C@@H]1CN([C@@H](C)CO)C(=O)c2cc(NS(=O)(=O)c3cccs3)ccc2O[C@@H](C)CCCCO[C@@H]1CN(C)C(=O)c1ccccc1
    8[16.7 µM], -19, 2.3, 36, 1, -17, 0, nt
CSC[C@H]1CN(c2ccc(Br)cc2)C(=O)[C@@H]1CC(=O)Nc1ccc(Br)cc1
    9, nt, 0.4, 6, 2, -27, -1, 2
O=[N+]([O-])c1ccccc1-c1ccc(C(=S)N2CCCCC2)o1
    2, 2, -3.3, 12, -2, -1, 5, 2
COc1ccccc1OCCNC(=O)CNC(=O)c1ccc(C(C)(C)C)cc1
    -7, 8, 2.0, 1, -1, nt, -3, 2
CC(=O)NCCCc1nc2ccccc2n1Cc1c(F)cccc1Cl
    8, 6, -1.5, 4, 3, 14, 5, -2

In the list so far, these have a furan ring, fused or not.
Results follow in this order: miR122 inh, FN deposit inh, CFTR F508del cor, Statin myotox sup, PglD DTNB, GSIS activator, Cneo AK release, PGC1a acetyl inh
Cc1ccc(C(C(=O)NCC2CCCO2)N(C(=O)c2snc(C(N)=O)c2N)c2ccccc2F)o1 (stereo not given)
    0, -3, 2.7, 2, -5, -10, 0, -2
O=[N+]([O-])c1ccccc1-c1ccc(C(=S)N2CCCCC2)o1
    2, 2, -3.3, 12, -2, -1, 5, 2

Remaining list, next part:
SMILES | miR122 inh | FN deposit inh | CFTR F508del cor | Statin myotox sup | PglD DTNB | GSIS activator | Cneo AK release | PGC1a acetyl inh
O=C(NCc1ccc(Cl)cc1)C1CCC(=O)N(C2CCCCCC2)C1 (stereo not given) | nt | 3 | -1.4 | 8 | -7 | 0 | 6 | nt
C[C@@H]1CN([C@H](C)CO)C(=O)c2cccc(NC(=O)C3CC3)c2O[C@H]1CN(C)C(=O)Nc1cccc2ccccc12 | -1[16.7 µM] | nt | -1.0 | 26 | 1 | 7 | -5 | nt
Nc1ccc(S(=O)(=O)NN=Cc2ccccc2[N+](=O)[O-])cc1 | -6 | 6 | 2.7 | -4 | nt | -14 | nt | 15
Cc1cc(NC(=O)CSc2cc(C)c3ccccc3n2)no1 | -7 | 7 | 2.0 | -5 | -4 | -5 | 1 | -1
CCOc1ccc2nc(NC(=O)Nc3cccs3)sc2c1 | 4 | -5 | 1.9 | 5 | -2 | nt | -15 | 2
O=C(O)c1cccc(NC(=S)N/N=C/c2ccccc2OCc2cccc(Br)c2)c1 | 6 | 4 | 1.9 | -9 | nt | -6 | nt | 0
C[C@H](CO)N1C[C@H](C)[C@@H](CN(C)Cc2ccncc2)Oc2c(NC(=O)Nc3ccc(C(F)(F)F)cc3)cccc2C1=O | 23[16.7 µM] | nt | -1.5 | 3 | 2 | -19 | -2 | 6
CN1CCN(C(=O)c2cc3ccccc3oc2=O)CC1 | -1 | -15 | nt | -10 | 3 | nt | 0 | 7
O=C(C1CCCCC1)N1CCN(c2ccccc2F)CC1 | -4 | -2 | nt | -1 | -3 | 9 | 8 | -1
COC(=O)C[C@H]1C[C@H]2c3cc(N(C)C)ccc3O[C@H]2[C@@H](CO)O1 | 1[16.7 µM] | -1 | 1.9 | -1 | 1 | -1 | -1 | -3
C[C@@H]1CN([C@H](C)CO)S(=O)(=O)c2ccc(C#CC3(O)CCCC3)cc2O[C@@H]1CN(C)C(=O)Cc1cccnc1 | -4[16.7 µM] | -18 | nt | 13 | -1 | 3 | 0 | -2
CC(=O)Nc1ccc(NC(=O)CSC2=NS(=O)(=O)c3ccccc3N2)cc1 | -3 | 2 | -1.3 | 3 | 3 | 5 | 1 | nt
COc1ccccc1NC(=O)C(C)OC(=O)/C(=C/c1ccccc1)NC(C)=O (stereo not given) | nt | nt | 1.6 | -1 | 0 | 2 | -1 | -7
C[C@@H]1CN([C@H](C)CO)C(=O)Cc2cc(N(C)C)ccc2O[C@H]1CN(C)Cc1ccc(Oc2ccccc2)cc1 | 6[16.7 µM] | nt | -1.4 | -1 | -3 | 0 | 18 | -2
CC[C@]12c3[nH]c4cc(-c5ccco5)ccc4c3CCN1C(=O)[C@@H](CC(=O)NCc1cccc(C(F)(F)F)c1)C[C@@H]2C(=O)N1CCN(C(=O)c2ccco2)CC1 | -15 | -21 | 1.7 | 2 | 1 | -2 | 1 | 36
CCOc1cc(C(=S)N2CCCC2)ccc1OCC(=O)Nc1c(C)cc(C)cc1C | 8 | nt | nt | 17 | -2 | nt | 0 | -2
C#CCN(C[C@H]1[C@H](OC(=O)NC2CC2)[C@H](OC(=O)NC2CC2)C[C@@H](C(=O)OC)[C@H]1C(=O)OC)S(=O)(=O)c1ccc(C)cc1 | 4 | -2 | -0.5 | 3 | -2 | -18 | 0 | -8
COc1cc(SC)ccc1C(=O)Nc1cc(C)c(OCC(=O)N2CCOCC2)c(C)c1 | nt | 0 | 6.2 | -10 | 5 | -2 | -8 | nt
CC(Oc1ccc2oc(-c3ccccc3)c(C(=O)O)c2c1)C(=O)O (stereo not given) | 0 | -6 | nt | 5 | -2 | nt | 0 | -9
Cc1nc2nc(-c3ccco3)[nH]n2c(=O)c1C | nt | nt | nt | -5 | -1 | nt | 5 | 17
N#C[C@H]1[C@H](c2ccc(C#CCC3CCCC3)cc2)[C@H](CO)N1C(=O)c1ccccn1 | nt | 0 | 1.3 | 5 | 4 | -8 | -2 | -5
O=C(NC1CCC(C(=O)O)CC1)OCc1ccccc1 (stereo not given) | 2&2 | -3 | -0.4 | -2&13 | -1&-3 | 7 | 6&0 | -14&-2
CCN(CC)S(=O)(=O)c1ccc(N2CCOCC2)c(NS(=O)(=O)c2ccc(OC)cc2)c1 | 34 | -10 | 1.2 | 16 | 2 | -15 | 2 | -6
CN1CCCN(C(=O)CC2(CC(=O)O)CCCC2)CC1 | -7 | 7 | -0.4 | 5 | -4 | 2 | 1 | -2
Cc1ccc(OCc2ccc([N+](=O)[O-])cc2)c([N+](=O)[O-])n1 | 0 | -2 | -1.1 | nt | -5 | 14 | -3 | 0
CCOC(=O)c1c(NC(=O)c2nn(CC)cc2Br)sc2c1CCCCC2 | -10 | -1 | nt | -13 | 4 | nt | -1 | -10
C[C@H]1CN([C@@H](C)CO)C(=O)Cc2cc(NS(=O)(=O)c3ccc(Cl)cc3)ccc2O[C@@H]1CN(C)S(=O)(=O)c1cn(C)cn1 | 4[16.7 µM] | nt | -0.3 | 28 | -3 | 7 | 0 | -2
Cc1n[nH]c(=O)c2c(NC(=O)CSc3nc4ccccc4c(=O)n3C(C)C)oc(C)c12 | 3 | 1 | 4.6 | -1 | 6 | 0 | 0 | 4

Two records picked at random from the list so far, as already listed:
SMILES | miR122 inh | FN deposit inh | CFTR F508del cor | Statin myotox sup | PglD DTNB | GSIS activator | Cneo AK release | PGC1a acetyl inh
C[C@@H]1CN([C@H](C)CO)S(=O)(=O)c2ccc(C#CC3(O)CCCC3)cc2O[C@@H]1CN(C)C(=O)Cc1cccnc1 | -4[16.7 µM] | -18 | nt | 13 | -1 | 3 | 0 | -2
CCCC1OC23CCCCC2C(C#N)(C#N)C1(C#N)C(=N)O3 (stereo not given) | 4 | 11 | nt | nt | 2 | -6 | 1 | nt

Screening results: PubChem, Broad Institute
